High-throughput results deposited in PubChem BioAssay by Sanford-Burnham Center for Chemical Genomics.
SENP6 inh – SENP6 protease inhibitors, primary screen, biochemical, luminescence, uHTS | Recombinant SENP6 catalytic domain, aminoluciferin luminescence | inhibition, % at 10 µM | 330,000 compounds, 1.8% hits | AID 2599, 2010;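 active = inhibition above about 50% at the single tested dose, limit read from the data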;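 also: plate controls were DMSO wells with enzyme for no effect and DMSO wells lacking enzyme for full effect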
Target sequence (Q9GZR1 628-1112 limits assumed): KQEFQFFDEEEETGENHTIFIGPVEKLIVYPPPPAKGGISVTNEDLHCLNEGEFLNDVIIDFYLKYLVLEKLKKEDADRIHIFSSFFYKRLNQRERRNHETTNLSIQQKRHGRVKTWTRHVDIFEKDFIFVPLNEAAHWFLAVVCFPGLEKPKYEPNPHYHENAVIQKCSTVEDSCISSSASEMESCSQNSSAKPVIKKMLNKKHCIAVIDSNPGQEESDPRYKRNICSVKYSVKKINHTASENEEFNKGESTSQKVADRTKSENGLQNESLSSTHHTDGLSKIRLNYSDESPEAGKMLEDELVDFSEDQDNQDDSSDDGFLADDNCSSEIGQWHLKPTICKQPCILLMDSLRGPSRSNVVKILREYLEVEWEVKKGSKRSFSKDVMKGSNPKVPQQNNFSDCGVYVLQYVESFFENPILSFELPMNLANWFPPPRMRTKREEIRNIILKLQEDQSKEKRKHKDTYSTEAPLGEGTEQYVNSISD
SENP1 FRET inh – human SENP1 catalytic domain inhibitors, primary screen, biochemical, FRET, uHTS; recombinant SENP1 catalytic domain, CyPet-SUMO1-YPet FRET cleavage; inhibition, % at 10 µM; 360,000 compounds, 0.21% hits;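 active = inhibition at least 30% at 10 µM, raw YFP signal under a set limit, fluorescence ratio 0.5 to 1.5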;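 also: 0% = enzyme with DMSO and 100% = no enzyme wells; some results filed as inactive read as strong as hits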
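material = recombinant human SENP1 catalytic domain, His6-tagged | quantity = 20 pM enzyme | reagent = 25 nM SUMO1 FRET substrate | compound dosing = 10 µM single point, 0.5% DMSO | timing = 50 min enzyme reaction, room temperature, light-protected | detection = FRET, CFP and YFP emission | control set = no-enzyme low, enzyme-DMSO high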
UBC13 inh – UBC13 polyubiquitin chain formation inhibitors, primary screen, biochemical, TR-FRET, uHTS; Ubiquitin-conjugating enzyme E2 N (Homo sapiens), P61088; inhibition, % at 20 µM; 330,000 compounds, 0.47% hits; in the data active = inhibition above about 45%, passing the limit was not always enough
Target sequence (P61088 whole entry, looked up): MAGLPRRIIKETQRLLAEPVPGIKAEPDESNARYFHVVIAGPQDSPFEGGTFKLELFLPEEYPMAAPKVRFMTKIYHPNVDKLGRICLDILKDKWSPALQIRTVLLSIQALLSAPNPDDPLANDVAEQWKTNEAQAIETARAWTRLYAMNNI
SENP8 block-1 – SENP8 protease inhibitors, primary screen, biochemical, luminescence; Sentrin-specific protease 8 (Homo sapiens), Q96LD8; purified SENP8, Z-RLRGG-aminoluciferin cleavage; inhibition, % at 10 µM; 330,000 compounds, 1.2% hits; AID 2540, 2010; in the data active = inhibition above about 50%
Target sequence (Q96LD8 whole entry, looked up): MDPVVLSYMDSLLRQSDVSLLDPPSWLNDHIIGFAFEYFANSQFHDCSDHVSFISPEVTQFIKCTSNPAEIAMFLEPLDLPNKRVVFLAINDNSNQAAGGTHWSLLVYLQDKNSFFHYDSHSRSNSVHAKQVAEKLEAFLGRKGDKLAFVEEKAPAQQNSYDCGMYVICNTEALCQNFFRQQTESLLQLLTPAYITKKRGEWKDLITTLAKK
SENP7 inh – SENP7 protease inhibitors, primary screen, biochemical, luminescence, uHTS | inhibition, % at 5 µM | Sentrin-specific protease 7 (Homo sapiens), Q9BQF6 | recombinant SENP7, Z-RLRGG-aminoluciferin luminescence, 40 min | 330,000 compounds, 1.5% hits;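 active = inhibition above about 50% at the single test dose, limit read from the data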;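 also: plate controls were DMSO with enzyme for no effect and no enzyme buffer wells for full effect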
SENP8 block-2 – human SENP8 protease inhibitors, primary screen, biochemical, fluorescence, Nedd8 protein substrate, uHTS; 360,000 compounds, 0.64% hits; inhibition, % at 20 µM; AID 602440, 2012; recombinant SENP8; Sentrin-specific protease 8 (Homo sapiens), Q96LD8; in the data active = inhibition mostly above about 40%, no sharp cut-off; inactive = mostly below about 27%
Apaf1 inhib – inhibitors of human Apaf-1 apoptosome, primary screen, biochemical, DEVD-Rh110 fluorescence, uHTS; Apoptotic protease-activating factor 1 (Homo sapiens), O14727; reconstituted apoptosome caspase-3 activity; inhibition, % at 20 µM; 330,000 compounds, 0.71% hits; AID 489030, 2010; active = inhibition of at least 40% at 20 µM;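 also: plate controls were DMSO wells for no effect and DEVD-CHO caspase inhibitor wells for full effect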
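Material: biochemical Apaf-1 apoptosome reconstitution. Medium: Hepes buffer, pH 7.5. Also added: cytochrome c activation, bis-DEVD rhodamine 110 substrate. Timing: 30 min compound preincubation, 50 min activation, room temperature. Measured by: rhodamine 110 fluorescence at Ex 480/Em 540 nm.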
A3G deaminase – APOBEC3G DNA deaminase inhibitors, primary screen, biochemical, fluorescence, single-stranded DNA substrate, uHTS. inhibition, % at 20 µM. 330,000 compounds, 0.28% hits. recombinant A3G, ssDNA deamination FAM/TAMRA fluorescence. DNA dC->dU-editing enzyme APOBEC-3G (Homo sapiens), Q9HC16;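 active = inhibition of at least 40% at 20 µM, with no more than 30% in the related APOBEC3A deaminase screen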;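 also: plate controls were DMSO wells with A3G for no effect and wells lacking A3G enzyme for full effect; some compounds called inactive have numbers as strong as hits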
* hit, by the source's call.

Screening Cc1ncsc1CCOC(=O)C1C2CC3CC(C2)CC1C3 (stereo not drawn) returned SENP6 inh -4.9, SENP1 FRET inh 0.5, UBC13 inh -11.4, SENP8 block-1 -2.1, SENP7 inh -4.5, SENP8 block-2 5.1, Apaf1 inhib -2.5 and A3G deaminase -7.0.
For COc1ccc(S(=O)(=O)c2nnn(-c3cccc(Cl)c3)c2N)cc1 the results were SENP6 inh -1.0, SENP1 FRET inh 0.0, UBC13 inh -0.6, SENP8 block-1 -5.9, SENP7 inh -7.0, SENP8 block-2 15.0, Apaf1 inhib 1.0 and A3G deaminase -6.9.
CCOC(=O)c1ccc(NC(=O)CC2SC3=NCCN3C2=O)cc1 (stereo not drawn) was read as SENP6 inh -5.7, SENP1 FRET inh 1.2, UBC13 inh 1.2, SENP8 block-1 1.0, SENP7 inh -8.3, SENP8 block-2 0.2, Apaf1 inhib -21.4 and A3G deaminase 1.4.
Screening CC1CN(C(=O)Nc2ccc(Br)cc2Cl)CC(C)O1 (stereo not drawn) returned SENP6 inh -13.7, SENP1 FRET inh 1.0, UBC13 inh 8.4, SENP8 block-1 -2.3, SENP7 inh -1.3, SENP8 block-2 -8.2, Apaf1 inhib -8.7 and A3G deaminase -13.1.
For O=C(NCCN1CCOCC1)c1cc(-c2cccs2)on1 the results were SENP6 inh -10.2, SENP1 FRET inh 0.9, UBC13 inh -0.6, SENP8 block-1 -8.2, SENP7 inh -3.3, SENP8 block-2 4.3, Apaf1 inhib -1.9 and A3G deaminase 1.1.
Screening COc1cc(CNCc2cccc(OC)c2OC)cc(OC)c1 returned SENP6 inh -11.7, SENP1 FRET inh -0.5, UBC13 inh -2.4, SENP8 block-1 -4.9, SENP7 inh -16.2, SENP8 block-2 21.2, Apaf1 inhib 6.7 and A3G deaminase -5.2.
Screening Cc1ccc(S(=O)(=O)N(OCc2ccccc2)C(C)C(=O)O)cc1 (stereo not drawn) returned SENP6 inh -8.6, SENP1 FRET inh 1.9, UBC13 inh 4.4, SENP8 block-1 -7.6, SENP7 inh -8.0, SENP8 block-2 12.1, Apaf1 inhib -18.4 and A3G deaminase -9.1.
COc1ccc(/C=N/NC(=O)CCCC(=O)NC2CCCCC2)cc1 was read as SENP6 inh 2.1, SENP1 FRET inh 1.4, UBC13 inh -3.8, SENP8 block-1 -1.3, SENP7 inh -0.9, SENP8 block-2 26.5, Apaf1 inhib -1.9 and A3G deaminase 0.6.
Screening CSc1ccc(-c2sc(Nc3cccc4ccccc34)n[n+]2-c2ccccc2)cc1 returned SENP6 inh 5.1, SENP1 FRET inh -2.8, UBC13 inh -53.4, SENP8 block-1 7.1, SENP7 inh -2.2, SENP8 block-2 -35.3, Apaf1 inhib 4.5 and A3G deaminase 2.7.
Screening CN1C(=O)/C(=C/c2cccc([N+](=O)[O-])c2)C(=O)N1c1ccccc1 returned SENP6 inh -6.5, SENP1 FRET inh 0.1, UBC13 inh -18.5, SENP8 block-1 -0.6, SENP7 inh 7.0, SENP8 block-2 44.8*, Apaf1 inhib 9.9 and A3G deaminase 8.2.
Screening CCCCn1c(=O)[nH]c(=O)c2c1nc(-c1cc(Cl)c(OC)c(OC)c1)n2C returned SENP6 inh -12.4, SENP1 FRET inh -0.7, UBC13 inh 4.9, SENP8 block-1 4.3, SENP7 inh 5.9, SENP8 block-2 -296.5, Apaf1 inhib 14.7 and A3G deaminase -1.4.
COc1ccc(OC)c(NC(=O)NC2CCCc3ccccc32)c1 (stereo not drawn) was read as SENP6 inh -2.3, SENP1 FRET inh -0.2, UBC13 inh -2.3, SENP8 block-1 8.2, SENP7 inh -2.3, SENP8 block-2 17.0, Apaf1 inhib 14.0 and A3G deaminase -3.3.
For Cc1ccc(/C=C2\SC(=S)N(CCCC(=O)NNC(=O)c3ccccc3O)C2=O)cc1 the results were SENP6 inh -10.8, SENP1 FRET inh -0.9, UBC13 inh 5.5, SENP8 block-1 -1.7, SENP7 inh -3.1, SENP8 block-2 4.6, Apaf1 inhib -2.7 and A3G deaminase -7.6.
Screening CCC(C)(C)n1nnnc1CN1CCSCC1 returned SENP6 inh -6.0, SENP1 FRET inh 2.6, UBC13 inh -6.6, SENP8 block-1 1.8, SENP7 inh -4.0, SENP8 block-2 -25.3, Apaf1 inhib -14.6 and A3G deaminase 4.0.
For O=[N+]([O-])c1ccc(/C([O-])=C(/C(=S)NCc2ccco2)[n+]2ccccc2)cc1 the results were SENP6 inh 18.2, SENP1 FRET inh -1.6, UBC13 inh -10.7, SENP8 block-1 2.3, SENP7 inh -1.2, SENP8 block-2 0.6, Apaf1 inhib 2.9 and A3G deaminase 16.6.
Screening CCNc1nc(NCC)n2c(SCC(=O)Nc3ccccc3F)nnc2n1 returned SENP6 inh 10.7, SENP1 FRET inh 0.8, UBC13 inh -4.9, SENP8 block-1 14.4, SENP7 inh 1.3, SENP8 block-2 9.7, Apaf1 inhib 12.4 and A3G deaminase 14.8.
CCSc1ncnc2sc3c(c12)CCC3 was read as SENP6 inh 8.5, SENP1 FRET inh 0.8, UBC13 inh 7.1, SENP8 block-1 -11.4, SENP7 inh 6.6, SENP8 block-2 3.6, Apaf1 inhib -1.6 and A3G deaminase -5.1.
`CC(C)(C)NC(=O)C(c1c[nH]c2ccccc12)N(C(=O)Cn1nnc(-c2ccc(F)cc2)n1)c1cccc(O)c1` (stereo not drawn) gave SENP6 inh 4.5, SENP1 FRET inh -0.6, UBC13 inh -10.8, SENP8 block-1 0.4, SENP7 inh 5.8, SENP8 block-2 4.2, Apaf1 inhib 3.7 and A3G deaminase -5.2.
For CN(C(=O)OC(C)(C)C)c1ccc(-c2nc3ccccc3s2)cc1 the results were SENP6 inh 100.3*, SENP1 FRET inh -2.1, UBC13 inh 24.1, SENP8 block-1 94.9*, SENP7 inh 100.2*, SENP8 block-2 -487.8, Apaf1 inhib 25.3 and A3G deaminase -8.3.
`O=C1NC(Cc2ccc(O)cc2)c2nc3ccc(Cl)cc3c(=O)n2-c2cc(Cl)ccc21` (stereo not drawn) gave SENP6 inh -18.1, UBC13 inh -1.3, SENP8 block-1 -11.3, SENP7 inh -10.3, Apaf1 inhib 20.2 and A3G deaminase -7.3.
For Cc1sc2ncnc(N3CCCC(C)C3)c2c1C (stereo not drawn) the results were SENP6 inh 12.6, SENP1 FRET inh -0.6, UBC13 inh 6.0, SENP8 block-1 5.1, SENP7 inh 5.9, SENP8 block-2 9.1, Apaf1 inhib -1.8 and A3G deaminase -4.5.
For CCCNC(=O)C1(CC2CC(c3ccccc3)=NO2)CCN(C(=O)CCCCCBr)CC1 (stereo not drawn) the results were SENP6 inh -11.1, SENP1 FRET inh 3.1, UBC13 inh 8.2, SENP8 block-1 -7.9, SENP7 inh 5.6, SENP8 block-2 13.7, Apaf1 inhib 3.4 and A3G deaminase 12.0.
For O=C(c1ccc2nc(N3CCOCC3)sc2c1)N1CCN(c2ccc(Cl)cc2)CC1 the results were SENP6 inh -6.6, SENP1 FRET inh 2.3, UBC13 inh -0.3, SENP8 block-1 -12.3, SENP7 inh 0.5, SENP8 block-2 6.6, Apaf1 inhib 11.0 and A3G deaminase -5.0.
`CN(C)c1ccc(/C=C2\NC(=S)N(Cc3ccccc3)C2=O)cc1` gave SENP6 inh 0.5, SENP1 FRET inh 8.2, UBC13 inh -228.2, SENP8 block-1 1.1, SENP7 inh -0.5, SENP8 block-2 46.7*, Apaf1 inhib 3.7 and A3G deaminase -29.0.
`C=CCN1c2ccccc2[C@]23C[C@@H](C(=O)OC)N(C(=O)c4cccs4)C2=NC(C(=O)OC)=C(C(=O)OC)[C@H]13` gave SENP6 inh 1.0, SENP1 FRET inh 3.3, UBC13 inh -5.9, SENP8 block-1 -2.0, SENP7 inh 2.0, SENP8 block-2 -7.2, Apaf1 inhib 2.3 and A3G deaminase -6.5.
For CCC(C)NC(=O)C1(C)CCC(=O)N1CCc1ccc(OC)c(OC)c1 (stereo not drawn) the results were SENP6 inh -5.4, SENP1 FRET inh 0.1, UBC13 inh -2.0, SENP8 block-1 -2.7, SENP7 inh -0.6, SENP8 block-2 11.6, Apaf1 inhib -21.7 and A3G deaminase -5.8.
Screening COc1ccc(-c2c(NC(=O)c3ccco3)oc3c(C)cccc3c2=O)cc1OC returned SENP6 inh -3.9, SENP1 FRET inh 0.5, UBC13 inh -6.6, SENP8 block-1 -9.2, SENP7 inh -1.3, SENP8 block-2 -48.3, Apaf1 inhib 4.6 and A3G deaminase -1.7.
For COc1ccc(N2CC(C(=O)Nc3ccccc3C(=O)NCc3ccco3)CC2=O)cc1 (stereo not drawn) the results were SENP6 inh -3.6, SENP1 FRET inh 0.5, UBC13 inh 6.6, SENP8 block-1 6.0, SENP7 inh 0.2, SENP8 block-2 -4.3, Apaf1 inhib 1.6 and A3G deaminase -4.0.
Screening Cc1cccc(C)c1NC(=O)c1sccc1SCC#N returned SENP6 inh 8.4, SENP1 FRET inh 3.4, UBC13 inh 6.1, SENP8 block-1 0.3, SENP7 inh -1.8, SENP8 block-2 11.3, Apaf1 inhib -17.5 and A3G deaminase -7.4.
CCN(CC)C(=O)Cn1cnc2sc(C(=O)N3CCN(Cc4ccc5c(c4)OCO5)CC3)c(C)c2c1=O was read as SENP6 inh -23.6, SENP1 FRET inh 3.1, UBC13 inh -3.4, SENP8 block-1 -0.3, SENP7 inh 0.7, SENP8 block-2 -3.1, Apaf1 inhib -0.1 and A3G deaminase 2.1.
`CN1CCN(c2ccccc2NC(=O)C(Cc2ccccc2)n2cccc2)CC1` (stereo not drawn) gave SENP6 inh -12.0, SENP1 FRET inh -2.7, UBC13 inh 13.9, SENP8 block-1 -3.4, SENP7 inh -9.9, SENP8 block-2 -4.1, Apaf1 inhib 28.5 and A3G deaminase -0.4.
`Cc1cccc(-c2nnc(SCc3ccccc3)o2)c1` gave SENP6 inh -30.8, SENP1 FRET inh 0.7, UBC13 inh -4.1, SENP8 block-1 -20.1, SENP7 inh -8.2, SENP8 block-2 -2.3, Apaf1 inhib 26.1 and A3G deaminase -5.4.

Reprinted at random: 3 compounds from above.
For CCC(C)NC(=O)C1(C)CCC(=O)N1CCc1ccc(OC)c(OC)c1 (stereo not drawn) the results were SENP6 inh -5.4, SENP1 FRET inh 0.1, UBC13 inh -2.0, SENP8 block-1 -2.7, SENP7 inh -0.6, SENP8 block-2 11.6, Apaf1 inhib -21.7 and A3G deaminase -5.8.
`Cc1cccc(-c2nnc(SCc3ccccc3)o2)c1` gave SENP6 inh -30.8, SENP1 FRET inh 0.7, UBC13 inh -4.1, SENP8 block-1 -20.1, SENP7 inh -8.2, SENP8 block-2 -2.3, Apaf1 inhib 26.1 and A3G deaminase -5.4.
`CN1CCN(c2ccccc2NC(=O)C(Cc2ccccc2)n2cccc2)CC1` (stereo not drawn) gave SENP6 inh -12.0, SENP1 FRET inh -2.7, UBC13 inh 13.9, SENP8 block-1 -3.4, SENP7 inh -9.9, SENP8 block-2 -4.1, Apaf1 inhib 28.5 and A3G deaminase -0.4.
